Kir21 inh: Kir2.1 (mouse) channel inhibition. P35561. HEK293-Kir2.1, FluxOR thallium flux fluorescence; hits give low values. B-score at 10 µM. actives 0.85% (n = 310,000);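 active means fluorescence ratio B-score at or below minus 3 SD of library scores, with starting-brightness B-score within 2 SD, cut at about -4.2 in these data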;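 further: channel flux triggered by added potassium and thallium sulfate stimulus; B-score of peak minus minimum fluorescence over baseline after thallium stimulus; more negative B-score means stronger Kir2.1 block with less thallium influx; some compounds called inactive have numbers as strong as hits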
Target sequence (P35561 whole entry, looked up): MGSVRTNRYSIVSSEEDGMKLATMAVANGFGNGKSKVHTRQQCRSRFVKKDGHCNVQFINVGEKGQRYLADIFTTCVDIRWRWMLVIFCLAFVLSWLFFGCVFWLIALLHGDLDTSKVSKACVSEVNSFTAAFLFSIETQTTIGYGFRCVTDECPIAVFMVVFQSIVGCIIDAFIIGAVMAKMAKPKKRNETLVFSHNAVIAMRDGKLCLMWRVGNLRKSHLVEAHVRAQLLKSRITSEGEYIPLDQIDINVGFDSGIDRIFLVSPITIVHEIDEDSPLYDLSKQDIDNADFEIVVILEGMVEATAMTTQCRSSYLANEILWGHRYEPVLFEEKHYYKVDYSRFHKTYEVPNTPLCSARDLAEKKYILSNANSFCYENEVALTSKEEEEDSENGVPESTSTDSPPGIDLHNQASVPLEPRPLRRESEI
CHT inh: inhibits the human high affinity choline transporter | CHT-expressing cells, membrane potential dye, choline response; hits give low values | B-score at 10 µM | actives 0.86% (n = 310,000);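 active means B-score over 3 SD under the library average, and starting fluorescence ratio not unusually high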;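 further: choline stimulus applied at its EC90 after an EC20 pre-addition; B-score computed on integrated fluorescence ratio after choline addition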
Target sequence (Q9GZV3 whole entry, looked up): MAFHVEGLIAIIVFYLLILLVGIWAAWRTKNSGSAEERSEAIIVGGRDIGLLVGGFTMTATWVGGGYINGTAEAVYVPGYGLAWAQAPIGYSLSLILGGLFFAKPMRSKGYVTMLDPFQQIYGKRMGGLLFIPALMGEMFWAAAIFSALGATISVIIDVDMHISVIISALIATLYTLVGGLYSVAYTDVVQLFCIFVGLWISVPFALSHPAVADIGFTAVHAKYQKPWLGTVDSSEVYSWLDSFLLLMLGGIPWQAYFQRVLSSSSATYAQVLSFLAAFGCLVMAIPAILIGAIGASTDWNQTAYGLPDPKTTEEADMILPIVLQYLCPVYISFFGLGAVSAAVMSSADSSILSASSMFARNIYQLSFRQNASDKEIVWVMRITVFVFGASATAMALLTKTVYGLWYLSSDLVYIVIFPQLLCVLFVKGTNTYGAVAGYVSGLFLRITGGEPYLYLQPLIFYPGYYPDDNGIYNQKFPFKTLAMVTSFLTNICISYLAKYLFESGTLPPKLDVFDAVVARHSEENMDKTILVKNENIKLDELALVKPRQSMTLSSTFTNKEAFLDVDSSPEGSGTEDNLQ
Starred values were filed as active, the others as inactive; i = inactive; nt = not tested or not shown.

Kir21 inh	CHT inh	molecule
0.98	i	Cc1ccc(NC(=S)NC(C)(C)C)c([N+](=O)[O-])c1
-0.09	i	Cc1cccc(NC(=O)CSCC(=O)Nc2ccc(S(=O)(=O)N3CCCC3)cc2)c1
-0.78	i	CCN(CC)C(=O)c1sc(N)c(C(=O)OC(C)C)c1C
-1.4	i	Cc1coc(C)c1C(=O)CC1(O)C(=O)N(CCc2ccccc2)c2ccccc21 (stereo unspecified)
-2.1	i	Cc1cccc(C(=O)c2cn[nH]c2-c2ccccc2O)c1
0.57	i	COC(=O)c1cc(Br)c(=O)n(Cc2ccncc2)c1
-0.13	i	COc1cccc(COc2ccc3ccc(=O)oc3c2)c1
1.4	i	CC1(C)CC(=O)C2=C(C1)NC(Nc1nc3ccccc3o1)=NC21CCCC1
0.17	i	CCOC(=O)c1sc(=S)n(-c2ccccc2)c1NC(C)=O
-1.2	i	COc1ccc(N2CCN(C(c3cc4ccc(C)cc4[nH]c3=O)c3nnnn3C3CCCC3)CC2)cc1 (stereo unspecified)
3.1	i	Cc1ccc(S(=O)(=O)Cn2cnnn2)cc1
0.16	i	Cc1nnnn1CC(=O)Nc1cccc([N+](=O)[O-])c1
0.43	i	CC(C)CCn1c(=O)c2ccccc2n2c(=S)[nH]nc12
-0.56	i	COCCSc1nnc(NC(=O)C2CCCCC2)s1
2.2	i	Cc1nn(C)c(C)c1NC(=O)CSc1nc(Cc2ccccc2)nc2c1cnn2-c1ccccc1
0.75	i	CCN(CC(=O)Nc1c(F)cccc1F)C(=O)/C=C/c1ccc(OCC#N)c(OC)c1
0.6	i	Cn1c(=O)c2c(nc(SCC(=O)NCc3ccc4c(c3)OCO4)n2Cc2ccc(F)cc2)n(C)c1=O
0.79	-13*	Cc1cccc(N2CCN(C(=O)COc3cc(=O)n(C)c4ccccc34)CC2)c1C
-1.6	-5.7*	COc1ccccc1NC(=O)CNS(=O)(=O)c1ccccc1
-0.07	i	CCOc1ccc(-c2nc(-c3ccccc3C)no2)cc1
-1.2	i	CN(C(=O)CCN1C(=O)/C(=C/c2ccccc2)SC1=S)C1CCS(=O)(=O)C1 (stereo unspecified)
1.2	i	O=C(Cn1c(=O)n(CC(=O)NCc2ccccc2)c2ccccc21)NCc1ccccc1
0.33	i	Cc1ccccc1SCC(=O)OCC(=O)NCCNC(=O)COC(=O)CSc1ccccc1C
-0.02	i	Cc1cccc(NC(=O)c2c([N+](=O)[O-])c(C(C)(C)C)nn2C)c1
0.75	i	Cc1cccc(C)c1N1C(=O)CN(Cc2ccccc2)C1=S
-1.6	i	CCOC(=O)CNC(=O)c1ccc(Cl)s1
0.79	i	CC(=O)c1c(N2CCOCC2)nc(=S)n(-c2cc(C)ccc2C)c1C
0.56	i	c1ccc(-c2[nH]ncc2-c2nc3ccccc3[nH]2)cc1
-0.45	i	COc1ccc(N(Cc2ccccc2)C(=O)c2ccccc2[N+](=O)[O-])cc1
-0.18	i	COC(=O)[C@@]12CCCCN1[C@H](c1ccc(-c3cccc(Cl)c3)c(OC)c1)[C@@H]1C(=O)N(C)C(=O)[C@@H]12

Part of the list above in order of number of heavy atoms, rising:
Kir21 inh	CHT inh	molecule
-0.02	i	Cc1cccc(NC(=O)c2c([N+](=O)[O-])c(C(C)(C)C)nn2C)c1
0.79	i	CC(=O)c1c(N2CCOCC2)nc(=S)n(-c2cc(C)ccc2C)c1C
-0.18	i	COC(=O)[C@@]12CCCCN1[C@H](c1ccc(-c3cccc(Cl)c3)c(OC)c1)[C@@H]1C(=O)N(C)C(=O)[C@@H]12

Individual results from the list:
Kir21 inh with `CN(C(=O)CCN1C(=O)/C(=C/c2ccccc2)SC1=S)C1CCS(=O)(=O)C1` (stereo unspecified) → -1.2
Kir21 inh with `COc1ccc(N(Cc2ccccc2)C(=O)c2ccccc2[N+](=O)[O-])cc1` → -0.45

The list continues.
Kir21 inh	CHT inh	molecule
0.08	i	CCCCN(Cc1ccco1)C(=O)C1CCCN(c2ncnc3c2nc2n3CCCCC2)C1 (stereo unspecified)
0.49	i	C=CCNC(=O)c1cc(-c2cccnc2)nc2ccccc12
-0.01	i	CC(=O)Nc1ccc(S(=O)(=O)NCc2nc(-c3ccccc3)no2)cc1
-0.47	i	O=C(Nc1c2c(nc3ccccc13)CCCC2)c1cccc([N+](=O)[O-])c1
-1.1	i	CCCNC(=O)Nc1ccc2c(c1)nc(C)n2C
-3.3	i	Cc1ccc(NC(=O)NC2CC(=O)N(c3ccc4c(c3)OCCO4)C2)c(C)c1 (stereo unspecified)
0.82	i	CCc1ccccc1N1CCN(S(=O)(=O)c2ccc(F)c(C)c2)CC1
0.72	i	CCOC(=O)c1c(NC(=O)CSc2nnc(C)s2)sc2c1CCN(C)C2
-1.1	i	Cn1nccc1NC(=O)c1nccnc1C(=O)O
-0.57	i	CCN1CCN(CCCNC(=O)C2CCCN(c3nc4c(C)cc(C)cc4s3)C2)CC1 (stereo unspecified)
1.6	i	O=c1c(-c2ccco2)[n+]([O-])c2ccccc2n1OCc1ccccc1[N+](=O)[O-]
-1.6	i	Cc1cc(C)nc(/N=C(\N)Nc2ccccc2-c2ccccc2)n1
-1.3	i	COc1ccccc1CNC(=O)[C@@H]1CCCN1S(=O)(=O)c1ccc(C)cc1
0.68	i	COc1ccc(CC(=O)NCCc2cnc[nH]2)cc1
-0.73	i	Cc1cc(Nc2ccc(Br)c(C)c2)n2nc(C)nc2n1
0.71	i	Cc1cc(N2CCCC2=O)cc(C)c1S(=O)(=O)Nc1c(C)nn(C)c1C
1.3	i	Cn1c(=O)c2c(SCc3cccc(C(F)(F)F)c3)nc(-c3ccco3)nc2n(C)c1=O
-0.09	i	CC12CCC(=O)N1C(C(=O)Nc1nc3ccc(S(C)(=O)=O)cc3s1)CS2 (stereo unspecified)
-1.6	i	COc1ccc(CCn2c(-c3ccc(Cl)cc3)n[nH]c2=S)cc1OC
-0.4	i	O=c1[nH]c(CSc2nc3ccccc3[nH]2)nc2c1cnn2-c1ccccc1
-0.18	i	C=CCn1c(SCC(=O)N(C)C2CCS(=O)(=O)C2)nnc1-c1ccncc1 (stereo unspecified)
-1.4	i	CCc1c(C)nc2ncnn2c1N1CCC(C(=O)Nc2cccc(C(C)=O)c2)CC1
1.1	i	O=C(CSc1nnc(NC(=O)Cc2ccc(F)cc2)s1)NCc1ccco1
0.73	i	Cc1cccc(C(=O)NCCN2CCOCC2)c1[N+](=O)[O-]
-1.3	i	CCNC(=O)C(C)NC(=O)C1=NN(c2ccccc2)C(=O)CC1 (stereo unspecified)
1	i	CCc1nc2c(c(=O)[nH]1)C1(CCCC1)Cc1ccccc1-2
-0.86	nt	O=C1CCC(=O)N1OCCCOc1ccc(Br)cc1Cl
0	i	O=C(NCc1ccco1)C1CCCN1C(=O)Nc1ccccc1Cl (stereo unspecified)
0.39	i	CCC(C)NC(=O)CCS(=O)(=O)c1ccc(Br)s1 (stereo unspecified)
0.47	i	COc1ccc(Nc2nc(CC(C)=O)ns2)cc1
0.51	i	CCOC(=O)c1ccc(NC(=O)Nc2cc(C)cc(C)n2)cc1
2.9	i	O=C(Nc1ccc(F)c(Cl)c1)Nc1cnccn1
-0.01	i	CC(C)c1nc(N2CCOCC2)c(C#N)c2c1COC(C)(C)C2
-0.67	i	O=c1c2ccccc2oc2nc(-c3ccco3)n(-c3ccccc3)c(=O)c12
0.01	i	Cc1ccc(C(=O)Nc2ccc(Oc3ccc(C(=O)O)c(C(=O)O)c3)cc2)cc1C
-2.5	i	O=C(c1ccsc1)N1CCCC(Nc2cccc(F)c2)C1 (stereo unspecified)
-1.9	i	COC(=O)c1ccc(NC(=O)Cn2c([N+](=O)[O-])cnc2C)cc1
-1.2	i	Cc1cc(=O)oc2cc3c(cc12)OCCN3
0.11	i	CC(C)CCn1c(S(=O)(=O)O)nc2ccccc21
0.44	i	COc1cc(/C=C2\CCc3ccccc3C2=O)cc(OC)c1OC
-0.91	i	Cc1nn(-c2ccc(F)cc2)c(C)c1CN1CCN(CCC(C)C)C(CCO)C1 (stereo unspecified)
2.9	i	CCOCCc1nnc(NC(=O)C2CCN(C(=O)c3ccco3)CC2)s1
-0.26	i	Cc1cc(C)c(C)c(S(=O)(=O)NCC(=O)Nc2ccc(F)cc2)c1C
-1.6	i	Cc1onc(-c2ccccc2)c1C(=O)NNC(=S)NC(=O)/C=C/c1cccs1
-1.7	i	CCN(C(=O)CSc1nc2ccc(OC)cc2[nH]1)C1CCS(=O)(=O)C1 (stereo unspecified)
0.38	i	CCCCC(=O)N(Cc1nc2sc(C)c(C)c2c(=O)[nH]1)C1CCCC1
-0.03	i	C/C(=N/NS(=O)(=O)c1cccc([N+](=O)[O-])c1)c1ccc2c(c1)OCO2
0.32	i	CCOC(=O)/C(C#N)=C/Nc1cc(F)ccc1C
-0.46	i	Cc1nsc(Nc2ccccc2)c1C#N
-0.78	i	CN(C)CCCNC(=O)c1cc(C(=O)c2ccc(F)cc2)c[nH]1

Continuation:
Kir21 inh	CHT inh	molecule
-2	i	CC(=O)N(c1c(C)n(C)n(-c2ccccc2)c1=O)C1(C(=O)NC2CCCCC2)CCCCC1
-0.43	i	c1ccc(SCCCCN2CCOCC2)cc1
0.08	i	COc1ccc(S(=O)(=O)NC2CC(=O)N(c3ccccc3)C2)cc1C (stereo unspecified)
0.89	i	COc1ccccc1NC(=O)CCSc1nnnn1C
-0.56	i	Cc1ccc(OCCNC(=O)CN2C(=O)NC3(CCCC3)C2=O)cc1
1.6	i	Cc1cc(C)cc(NC(=O)/C(C#N)=C/c2cn(CC(=O)NCc3ccco3)c3ccccc23)c1
0.37	i	CCN=C(NCC)SC1CC(=O)N(c2cccc(OCC)c2)C1=O (stereo unspecified)
2.3	i	CCOC(=O)C1CCN(C(=O)CCNC(=O)c2cc(OC)c(OC)c(OC)c2)CC1
0.16	i	COCCn1cnc2c1c(=O)n(Cc1cc(C(C)=O)ccc1OC)c(=O)n2Cc1ccccc1
1.2	i	CC(OC(=O)CCN=C1NS(=O)(=O)c2ccccc21)C(=O)N(C)C1CCCCC1 (stereo unspecified)

In the list so far, 6 contain a Cl atom.
Kir21 inh	CHT inh	molecule
-1.6	i	CCOC(=O)CNC(=O)c1ccc(Cl)s1
-0.18	i	COC(=O)[C@@]12CCCCN1[C@H](c1ccc(-c3cccc(Cl)c3)c(OC)c1)[C@@H]1C(=O)N(C)C(=O)[C@@H]12
-1.6	i	COc1ccc(CCn2c(-c3ccc(Cl)cc3)n[nH]c2=S)cc1OC
-0.86	nt	O=C1CCC(=O)N1OCCCOc1ccc(Br)cc1Cl
0	i	O=C(NCc1ccco1)C1CCCN1C(=O)Nc1ccccc1Cl (stereo unspecified)
2.9	i	O=C(Nc1ccc(F)c(Cl)c1)Nc1cnccn1

More structures follow:
Kir21 inh	CHT inh	molecule
2.6	i	NC(=O)CCn1c2ccccc2c2ccccc21
0.5	i	O=C(O)C1CCCN1C(=O)NC1CCCCC1 (stereo unspecified)
0.08	i	CCOC(=O)Cn1cc(/C=C(/C#N)C(=O)NC(C)C)c2ccccc21
-0.93	i	O=C(CNC(=O)c1ccccc1Cl)OCC(=O)N1CCc2ccccc21
-0.63	i	O=C(CCCn1c(=O)c2ccccc2n(Cc2cccc(F)c2)c1=O)NC1CCN(Cc2ccccc2)CC1
0.37	i	CCOc1ccc(/C=C(/NC(=O)c2ccccc2)C(=O)NCCC(=O)O)cc1
1.2	i	CCCS(=O)(=O)N1CCN=C1SCc1ccc(C)cc1
-3.5	i	CCOC(=O)CSc1nc(C(C)(C)C)nc2ccccc12
0.8	i	C=COCCNC(=O)Nc1ccc(Cl)c(Cl)c1
1.9	i	CSc1ccc(/C=N/NC(=O)c2ccc(C)c(C)c2)cc1
-1.8	i	CC1(c2ccccc2)NC(=O)N(CC(=O)Nc2ccccc2N2CCCC2)C1=O (stereo unspecified)
0.42	i	CCc1cccc(OCC(=O)Nc2ccc(S(=O)(=O)Nc3ccccn3)cc2)c1
-0.61	i	O=C(Nc1ccc([N+](=O)[O-])cc1)C(Cc1ccccc1)N1C(=O)c2cccc3cccc(c23)C1=O (stereo unspecified)
-0.07	i	C=CCn1c(=O)[nH]c2cc(C(=O)N3CCN(c4cccc(Cl)c4)CC3)ccc2c1=O
nt	i	CC(Sc1nc(N)cc(=O)[nH]1)C(=O)NC1CCCCC1 (stereo unspecified)
-0.9	i	COc1cc(C(=O)NC(C)c2cnn(-c3ccccc3C)c2C)cc(OC)c1OC (stereo unspecified)
1.5	i	Cc1ccccc1OCCOc1ccc([N+](=O)[O-])cc1/C=N/n1cnnc1
-0.33	i	Cc1ccc(NC(=O)Cc2ccc3c(c2)OCCO3)cc1S(=O)(=O)N1CCCCC1
-0.5	i	CC(=O)N(Cc1ccccc1)Cc1cn(CCC#N)nc1-c1cccc([N+](=O)[O-])c1
1.4	i	Cc1ccc(-c2c(C(=O)N/N=C/c3c[nH]c4ccccc34)nnn2-c2nonc2N)cc1
0.66	i	CCCCN(C(=S)NC(=O)c1cc(OC)c(OC)c(OC)c1)c1c(N)n(Cc2ccccc2)c(=O)[nH]c1=O
1.5	i	CC(=O)C1=C(O)C(=O)N(c2ccc(O)cc2)C1c1cccc([N+](=O)[O-])c1 (stereo unspecified)
1.9	i	CCC(C)[C@H](N)c1cn([C@@H](Cc2cc3ccccc3[nH]2)C(=O)N2CCNCC2)nn1 (stereo partly specified)
-1	i	CN(CC(=O)NCc1ccco1)S(=O)(=O)c1cccc2cccnc12
nt	i	C#CCOCCOCCOCCNc1nc(N2CCN(C(=O)[C@H]([C@@H](C)O)n3cc(CCCCN)nn3)CC2)nc(N2CCN(C(=O)[C@H]([C@@H](C)CC)n3cc(CCCCN)nn3)CC2)n1
